# Compound activity from PubChem BioAssay.
# HCMV antiviral: human cytomegalovirus inhibition; 410,000 compounds, 4.5% hits; HFF cells, HCMV-luciferase reporter, 72 h; hits give low values; activity change, negative = inhibition, % at 57.5 µM; in the data active = activity change below about -60%; inconclusive = no clear call, values can overlap the other calls; inactive = above about -39%
#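 Luciferase read-out from HCMV-luciferase-infected HFFs (MOI 1 PFU/cell) 72 h post infection at 37C; compounds added after 16 h cell attachment; activity normalized between buffer-only basal and Salinomycin (10uM) inhibitor controls.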
# AMA1-RON2 inh: inhibitors of Plasmodium falciparum AMA1-RON2 interaction; AlphaScreen AMA1-biotinylated RON2 peptide binding; Potency, µM (top dose mostly 58.2 µM), without a hit: top-dose activity change, negative = inhibition, usual class: inhibitors; 360,000 compounds, 0.2% hits; AID 720542; active = well fitted inhibition curve with a large enough effect; inconclusive = small, poorly fitted or top-dose-only effect; inactive = no such curve, though single readings can be large or run the other way;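 also: potency is read from the fitted curve at half-maximal effect; 0% = vehicle wells and -100% = peptide control; nearly all actives have a fitted effect of over 45% in size; some results filed as inactive show a strong effect at the top dose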
#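 AMA1 (3D7) with his tag at 25 nM final met compounds first, then biotinylated RON2 peptide at 25 nM; detection used donor plus acceptor beads, 10 µg/mL apiece, read by AlphaScreen after 30 min at room temperature.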
# The depositor's hits bear a star; ? = inconclusive; [ ] = another dose, or the depositor's remark. Unless noted, % is scaled to controls: 0 for no effect and ±100 for the full control effect. The list is partial; count on the stated rates, not on these rows.
item	SMILES	HCMV antiviral	AMA1-RON2 inh
1	O=C1N2CCCCC1(Sc1ccccc1)CCC2 (stereo unspecified)	-26	42%[activator]
2	CNc1cncc(-c2c(OC)cccc2OC)n1	-103*	33%[activator]
3	CN(C)C(CNC(=O)C1CC(=O)N(c2cccc(C(F)(F)F)c2)C1)c1ccccc1 (stereo unspecified)	2	24%
4	CCCCN1CC(N2CCN(C(=O)c3ccco3)CC2)CS1(=O)=O (stereo unspecified)	8	10%
5	CN(Cc1ccccc1)C(=O)Cn1nnc(-c2ccccc2)c1COc1ccc2ccccc2c1	2	-3%
6	O=C(Nc1ccccc1)C1Cc2c(-c3ccccc3Oc3ccccc3)ccnc2O1 (stereo unspecified)	-6	-14%
7	CN1C=CC(C(C(N)=O)c2ccccc2)c2ccccc21 (stereo unspecified)	-15	-1%
8	COc1cccc(-c2nc3nc(C)cc(C)n3c2Nc2ccc3c(c2)OCCO3)c1	5	-24%
9	COc1ccc(NC(=O)C[C@@H]2C(=O)N(Cc3ccccc3)CC2(C)C)cc1	5	17%
10	CCOC1=C2[C@H](c3ccccc3)N(S(=O)(=O)c3ccccc3)C[C@H]2n2c(=O)n(-c3ccccc3)c(=O)n2C1	-26	-4%
11	CC(C)Nc1nc(NCCOc2ccccc2Cl)c2sc(-c3ccccc3)cc2n1	-101*	-19%
12	C(#CSCc1ccccc1)SCc1ccccc1	-23	33%[activator]
13	CCN1C(=O)[C@@H]2[C@@H]3CN(S(=O)(=O)c4ccc(C)cc4)[C@@H](c4ccccc4F)[C@@H]3C(=O)C[C@@H]2C1=O	-7	18%
14	O=C(Cc1cccc2c(=O)cc(-c3ccccc3)oc12)OCCN1CCOCC1	18	9%
15	COc1ccc(C(c2nnnn2Cc2ccccc2)N2CCC(n3c(=O)[nH]c4ccccc43)CC2)cc1 (stereo unspecified)	-65*	-12%
16	Cc1ccc(C(=O)N(Cc2ccco2)c2c(N)n(Cc3ccccc3)c(=O)[nH]c2=O)cc1	-30	-6%
17	O=C(CCc1ccccc1)N1Cc2cc(N3CCCCC3)ccc2-n2nncc2C1	-17	-12%
18	Cc1cccc(NC(=O)c2nc[nH]c2C(=O)N[C@H](C)CO)c1	-9	85%[activator]
19	Cc1cc(C)c2c(=O)n3c(nc2c1)C(CC(C)C)NC(=O)c1cc2ccccc2cc1-3 (stereo unspecified)	?	6%
20	CCCN(C)C[C@H]1OCc2cnnn2CCCC(=O)N([C@H](C)CO)C[C@@H]1C	27	14%
21	CCC(c1nnnn1-c1ccc2c(c1)OCCO2)N1CCN(CC)CC1 (stereo unspecified)	19	18%
22	CCCCN1C(=O)C(CC(=O)NCC2CCCCC2)CC(C(=O)N2CCOCC2)=C1C (stereo unspecified)	6	13%
23	C[C@@H]1CN([C@H](C)CO)C(=O)c2cc(Br)cnc2O[C@@H]1CN(C)C(=O)c1cccc(F)c1	24	-4%
24	CCCCN(C(C)=O)c1c(CC)nc2ccc(C(=O)Nc3cccc(OCC(=O)N(C)C)c3)cn12	-7	-7%
25	O=NN(CCF)C(=O)NC1CCC(=O)NC1=O (stereo unspecified)	16	26%
26	CCCCCC(=O)N1C[C@@H](O)[C@H](n2cc(COC(=O)c3ccccc3)nn2)C[C@@H]1c1ccc(OC)cc1	7	0%
27	CSCc1cc(C(=O)NC2CC2)c(N)s1	-15	46%[activator]
28	Cc1ccc(S(=O)(=O)N2CCOCC2)cc1NC(=O)COC(=O)C1CCC1	14	1%
29	COc1cccc(CNC(=O)c2cc3c(c(-c4cccc(-c5cccc(C#N)c5)c4)n2)[C@H](CCO)N(S(=O)C(C)(C)C)C3)c1 (stereo partly specified)	-19	-1%
30	CCCCSCc1nc2nc(Cl)c(Cl)nc2[nH]1	-29	64%[activator]
31	CCc1nc2c(OCc3ccc(OC(F)F)cc3)cccn2c1N(C)C(=O)c1ccco1	2	-4%
32	COc1ccc(C(=O)N2C=Cc3ccccc3C2C(N)=O)cc1 (stereo unspecified)	6	-1%

# 3 structures already listed, ordered by formula weight, falling:
item	SMILES	HCMV antiviral	AMA1-RON2 inh
28	Cc1ccc(S(=O)(=O)N2CCOCC2)cc1NC(=O)COC(=O)C1CCC1	14	1%
30	CCCCSCc1nc2nc(Cl)c(Cl)nc2[nH]1	-29	64%[activator]
25	O=NN(CCF)C(=O)NC1CCC(=O)NC1=O (stereo unspecified)	16	26%

# (list continues)
item	SMILES	HCMV antiviral	AMA1-RON2 inh
33	Clc1cccc(Cc2c(-c3ccco3)nc3ccc(Br)cn23)c1	25	-1%
34	CC(=O)N1CCN(C(C(=O)Nc2c(C)cccc2C)c2cccc(F)c2)CC1 (stereo unspecified)	-13	8%
35	CC(C)CNc1ncnc2c1ncn2[C@H]1CN(Cc2cccc3ccccc23)C[C@@H](CO)O1	-70*	-5%
36	CC(C)[C@H](NC(=O)c1ccco1)C(=O)Nc1ccc(N2CCCCCC2)cc1	-4	-3%
37	CN(Cc1ccncc1)C(=O)[C@@H]1CCCN1C(=O)[C@@H]1CCCN1	0	-11%
38	CCC1NC(=O)c2cc3ccccc3cc2-n2c1nc1ccc(F)cc1c2=O (stereo unspecified)	-28	24%
39	O=C(Nc1ccc(F)c(Cl)c1)c1cc(C2CCCCN2C(=O)CCc2ccccc2)on1 (stereo unspecified)	-35	-3%
40	CCCNC(=O)C1(C)CCN(C(=O)c2cc(C)n(C(C)(C)C)n2)C1 (stereo unspecified)	19	1%
41	COC(=O)CCCn1cc(CN2CC(N3CCN(Cc4ccccc4F)CC3)CS2(=O)=O)nn1 (stereo unspecified)	6	-5%
42	Cc1ccc(C)c(C(O)c2ncc(-c3cccc4ccccc34)[nH]2)c1 (stereo unspecified)	5	-2%
43	c1ccc2c(c1)Sc1cnccc1N2CC1CO1 (stereo unspecified)	?	-27%
44	C[C@H]1CN([C@@H](C)CO)S(=O)(=O)c2ccc(Br)cc2O[C@@H]1CN(C)C(=O)Cc1cccnc1	-1	5%
45	COc1ccc(C#Cc2ccc(C3=CC(=O)CC(C)(C)C3=O)cc2)cc1	-14	-26%
46	COc1ccccc1CNC(=O)C[C@@H]1CC[C@H]2[C@@H](COC[C@H](O)CN2Cc2ccccc2)O1	-14	-1%
47	Nc1ccn([C@@H]2O[C@H](CNC(=O)[C@H]3CCC(=O)N3)[C@@H](O)[C@H]2O)c(=O)n1	-6	-7%
48	CCCCCCN1C[C@@H](O)[C@H](n2cc(-c3ccc(F)cc3)nn2)C[C@@H]1c1ccccc1	-15	-1%

# One compound at a time (already shown). Values in the order: HCMV antiviral, AMA1-RON2 inh
# `C[C@H]1CN([C@@H](C)CO)S(=O)(=O)c2ccc(Br)cc2O[C@@H]1CN(C)C(=O)Cc1cccnc1` in the list: -1, 5%
# `Nc1ccn([C@@H]2O[C@H](CNC(=O)[C@H]3CCC(=O)N3)[C@@H](O)[C@H]2O)c(=O)n1` in the list: -6, -7%

# (more compounds)
item	SMILES	HCMV antiviral	AMA1-RON2 inh
49	COCCN1C(=O)COc2ccccc2C1C(=O)Nc1c(C)cccc1C (stereo unspecified)	9	-8%
50	CCS(=O)(=O)N1Cc2cc(C(=O)N(C)C)nc(-c3cccc(-c4ccc(F)cc4)c3)c2[C@@H]1CCO	-17	-3%
51	CNc1cc(-c2ccc(CC#N)cc2)ncn1	130	2%
52	CC1(Oc2ccccc2)CCN(Cc2csc3ccccc23)C1 (stereo unspecified)	-33	-17%
53	Cc1ccc(CNC(=O)[C@H]2O[C@@H](n3cnc4c(N)ncnc43)[C@H](O)[C@@H]2O)o1	31	-3%
54	CC(=O)N1Cc2cc(C(=O)NCC(F)(F)F)nc(-c3cccc(-c4cccnc4)c3)c2[C@H]1CCO	-7	10%
55	Cc1noc(C)c1S(=O)(=O)N1CCCCC1c1cc(C(=O)Nc2cccc3c2CCCC3)no1 (stereo unspecified)	?	-1%
56	CN1C(=O)[C@H]2[C@@H](c3ccc(C(F)(F)F)cc3)N[C@]3(CCCN(Cc4ccc(Br)cc4)C3=O)[C@H]2C1=O	10	-4%
57	CSCCC(c1nnnn1C1CCCCC1)N1CCN(C/C=C/c2ccccc2)CC1 (stereo unspecified)	-8	?
58	Cn1ccc2c(N3CCCCCC3)cc3c(c21)C1CCC3O1 (stereo unspecified)	-2	32µM*
59	O=C(C(=O)N1CCN(c2ccccc2F)CC1)c1ccccc1	34	-10%
60	O=C(NCc1ccc(Cl)nc1)c1csc([C@@H]2O[C@H](CO)[C@H](O)[C@H](O)[C@H]2O)n1	10	6%
61	CCOC(=O)C1(C)CCCN1C(=O)c1ccc2ccccc2c1 (stereo unspecified)	-5	13%
62	Fc1cccc(Cc2c(-c3ccccc3)nc3c(Cl)cc(C(F)(F)F)cn23)c1	2	22%
63	COc1ccc(OC)c(C=NNC(=O)NN=Cc2cc(OC)ccc2OC)c1	5	-5%
64	COc1ccc(Br)c(Cn2c(C)c(C(=O)NCCC#N)sc2=O)c1	10	10%

# Next section; it opens with the two that closed the last part.
item	SMILES	HCMV antiviral	AMA1-RON2 inh
63	COc1ccc(OC)c(C=NNC(=O)NN=Cc2cc(OC)ccc2OC)c1	5	-5%
64	COc1ccc(Br)c(Cn2c(C)c(C(=O)NCCC#N)sc2=O)c1	10	10%
65	O=C1Nc2ccccc2-n2nnnc2C1N1CCN(c2ccc(C(F)(F)F)cc2[N+](=O)[O-])CC1 (stereo unspecified)	12	-21%
66	COc1ccccc1OCC(=O)Nc1ccc(C(=O)Nc2ccccc2C(=O)O)cc1	-13	1%
67	COP(=O)(OC)OC(C(=O)c1ccccc1)c1ccccc1 (stereo unspecified)	43	0%
68	CCCn1c(C)cc(C(=O)CN2C(=O)NC3(CCCCCC3)C2=O)c1C	24	0%
69	CCc1nc2ccc(C(=O)Nc3cccc(OC)c3)cn2c1N(CC)CCN(C)C	30	0%
70	Cc1ccc([C@@H]2C[C@H]3[C@@H](CN2S(=O)(=O)c2ccc(Cl)cc2)C(=O)C[C@@H](c2cccc(Cl)c2)N3S(=O)(=O)c2ccc(C)cc2)cc1	-6	4%
71	CC1(C)CC(=O)CC(C)(C)N1O	26	1%
72	CCc1nc2c(OCc3c(C)noc3C)cccn2c1N(C=O)Cc1ccccc1	-27	-2%
73	CCOC(=O)N(C)c1c(CC)nc2c(OCc3ccc(S(C)(=O)=O)cc3)cccn12	1	2%
74	CCc1nc2ccc(C(=O)Nc3cccc(OC)c3)cn2c1N(CCC(C)C)CCN(C)C	-16	-15%
75	O=C(NCC(O)c1nc2ccccc2[nH]1)c1cc2ccccc2[nH]1 (stereo unspecified)	51	30%
76	O=C(Nc1ccc(F)cc1)C(c1cccc(F)c1)N1CCN(c2ccncc2)CC1 (stereo unspecified)	10	2%
77	Cc1ccc(-c2ccc(CN3C(CC(C)C)C(=O)N(Cc4cn(CCC5OCCO5)nn4)CCS3(=O)=O)cc2)cc1 (stereo unspecified)	-101*	-7%
78	Fc1ccc(-c2nc3c(Cl)cc(C(F)(F)F)cn3c2Cc2cccc(Cl)c2)cc1	9	16%
79	COc1ccc(C(O)c2nc(-c3cnc4ccccc4c3)cs2)cc1 (stereo unspecified)	47	-12%
80	Cc1cccnc1C1=NOC(Cc2ccccc2)C(=O)N1Cc1ccc2c(c1)OCO2 (stereo unspecified)	-34	-4%
81	COc1ccc(-c2csc(C(O)c3ccc(F)cc3)n2)cc1 (stereo unspecified)	8	-4%
82	CCC1NC(=O)c2cc3ccccc3cc2-n2c1nc1cc(F)ccc1c2=O (stereo unspecified)	5	-6%
83	N#CCCN(Cc1ccccc1)C(C(=O)NC1CCCCC1)c1cc2ccccc2o1 (stereo unspecified)	-60*	-8%
84	CN(C)S(=O)(=O)c1ccc2c(c1)nc(CCC(=O)NCC(=O)Nc1ccc(F)c(F)c1F)n2C	-6	17%
85	C[C@H](O)[C@@H]1C(=O)N2CCc3c([nH]c4ccccc34)[C@@H]2C[C@@H]1N(C)C(=O)Nc1cccc2ccccc12	56	-20%
86	CC(C)(C)OC(=O)N1CCc2onc(-c3ccccc3F)c2C1=O	7	0%
87	C[C@H](NC(=O)CC[C@H]1O[C@@H](n2ccc(=O)[nH]c2=O)[C@H](O)[C@@H]1O)c1cccc2ccccc12	-13	0%
88	CC(=O)Nc1ccc(NC(=O)C2(C)Cc3c(-c4cccc(NC(C)=O)c4)ccnc3O2)cc1 (stereo unspecified)	5	-1%
89	COc1ccc(C=C2SC(=S)N(CCCN3CCOCC3)C2=O)c(OC)c1	?	-6%
90	CCC(=O)N1CCC1(C)C(=O)Nc1ccc2c(c1)CCN2C(C)=O (stereo unspecified)	-2	11%
91	NC(c1csc(NC(=O)Nc2cccc(Cl)c2)n1)C1CCCCC1 (stereo unspecified)	-7	48%[activator]
92	CCN(CC)C(=O)c1cccc(-c2csc(C(C)(O)c3ccc(OC)cc3)n2)c1 (stereo unspecified)	?	1%
93	FC(F)(F)c1ccccc1Cc1c(-c2ccco2)nc2ccc(Br)cn12	68	-3%
94	CC(=O)C1=CCC(c2ccc(C(C)C)cc2)N(S(=O)(=O)c2ccc(C)cc2)C1 (stereo unspecified)	15	-1%
95	CCCCc1c(-c2ccc(F)cc2)ncn1CCc1ccccc1OC	-62*	-29%
96	Cc1ccc(C=NNC(=O)C(=O)Nc2ccc(Cl)c([N+](=O)[O-])c2)cc1	8	11%
97	CC(C)n1nnnc1C1c2ccccc2C(=O)N1Cc1cccs1 (stereo unspecified)	16	8%
98	CCCCCCN1C[C@H](n2cc(-c3ccc(F)cc3)nn2)[C@@H](O)C[C@@H]1c1ccccc1	-1	-2%
